Fam108B counter – counter-screen for RBBP9 inhibitors: inhibitors of mouse Fam108B. hit rate 0.33% among 300,000. recombinant Fam108B, FP-Rh probe fluorescence polarization. inhibition, % at 9.51 µM;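 active = inhibition above the screen mean inhibition plus 3 SD, computed separately per campaign, cut at about 18% in these data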;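 also: inhibitors lower polarization as less probe binds the enzyme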
GSTO1 inh – blocks human GSTO1 in RBBP9 counter-screen; P78417; recombinant GSTO1, activity-based probe fluorescence polarization; inhibition, % at 5.96 µM; hit rate 1.1% among 300,000; AID 1974;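 active = inhibition above the campaign mean inhibition plus 3 SD, cut at about 35% in these data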;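 also: 0% = GSTO1-1 with DMSO and 100% = wells lacking GSTO1-1 enzyme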
Target sequence (P78417 whole entry, looked up): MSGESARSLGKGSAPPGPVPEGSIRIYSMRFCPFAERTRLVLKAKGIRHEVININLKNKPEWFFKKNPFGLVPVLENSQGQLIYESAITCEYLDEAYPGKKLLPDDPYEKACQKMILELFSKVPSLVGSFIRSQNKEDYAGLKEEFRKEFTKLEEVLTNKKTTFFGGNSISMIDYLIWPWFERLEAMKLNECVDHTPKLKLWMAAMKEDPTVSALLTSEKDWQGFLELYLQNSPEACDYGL
PAFAH1B3 FP inh – inhibitors of human PAFAH1B3; Q15102; recombinant PAFAH1B3, FP-rhodamine probe, fluorescence polarization; inhibition, % at 3.39 µM; hit rate 0.28% among 340,000;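 active = inhibition above the screen-wide average of all tested compounds plus 3 SD, cut at about 25% in these data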;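 also: 0% = enzyme with DMSO only and 100% = wells lacking PAFAH1B3 protein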
Target sequence (Q15102 whole entry, looked up): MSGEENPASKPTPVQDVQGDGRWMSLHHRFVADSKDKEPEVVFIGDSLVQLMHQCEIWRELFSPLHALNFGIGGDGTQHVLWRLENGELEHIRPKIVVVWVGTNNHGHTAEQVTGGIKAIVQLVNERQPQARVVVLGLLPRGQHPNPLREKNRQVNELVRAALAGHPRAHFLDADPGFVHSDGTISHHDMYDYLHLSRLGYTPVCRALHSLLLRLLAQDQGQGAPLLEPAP
PME-1 primary – blocks human protein phosphatase methylesterase 1 | Q9Y570 | recombinant PME-1, FP-Rh probe fluorescence polarization | inhibition, % at 5.9 µM | hit rate 0.53% among 320,000;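 active = inhibition above the campaign mean of all compounds plus 3 SD, cut at about 26% in these data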;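 also: competitive labeling of PME-1 active site by serine hydrolase directed probe; 0% = PME-1 with DMSO and 100% = wells lacking PME-1 enzyme; inhibitors block probe labeling so polarization falls and inhibition rises; many of its hits are not listed in these tables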
PAD4 FP inh – PAD4 (human) enzyme inhibition; Q9UM07; recombinant PAD4, RCA probe fluorescence polarization; inhibition, % at 6.36 µM; hit rate 0.41% among 330,000;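 active = percent inhibition above a cutoff equal to the mean of all tested compounds plus 3 SD, cut at about 15% in these data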;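 also: 0% = PAD4 with RCA probe and DMSO and 100% = probe without PAD4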
PAFAH1B2 FP inh – inhibitors of human PAFAH1B2. inhibition, % at 3.39 µM. P68402. recombinant PAFAH1B2, FP-rhodamine activity probe, fluorescence polarization. hit rate 1.2% among 340,000;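 active = inhibition above the mean of all tested compounds plus 3 SD, cut at about 24% in these data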;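 also: 0% = enzyme with DMSO and 100% = wells lacking PAFAH1B2; many of its hits are not listed in these tables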
Target sequence (P68402 whole entry, looked up): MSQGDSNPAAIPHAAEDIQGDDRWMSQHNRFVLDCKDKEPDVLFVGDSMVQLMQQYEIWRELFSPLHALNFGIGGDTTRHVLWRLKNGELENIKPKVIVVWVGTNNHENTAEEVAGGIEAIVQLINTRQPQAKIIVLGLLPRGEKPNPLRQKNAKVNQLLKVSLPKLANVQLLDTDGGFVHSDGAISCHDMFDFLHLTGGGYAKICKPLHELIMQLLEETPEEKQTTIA
LYPLA1 inh – LYPLA1 (human) inhibition in PME1 counter-screen; hit rate 0.16% among 320,000; recombinant LYPLA1, FP-Rh probe fluorescence polarization; inhibition, % at 5.9 µM; O75608;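 active = inhibition above the mean of all tested compounds plus 3 SD, set per campaign, cut at about 14% in these data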;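 also: inhibitors block serine hydrolase probe labeling of LYPLA1 so polarization falls; 0% = enzyme with DMSO and 100% = wells lacking LYPLA1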
Target sequence (O75608 whole entry, looked up): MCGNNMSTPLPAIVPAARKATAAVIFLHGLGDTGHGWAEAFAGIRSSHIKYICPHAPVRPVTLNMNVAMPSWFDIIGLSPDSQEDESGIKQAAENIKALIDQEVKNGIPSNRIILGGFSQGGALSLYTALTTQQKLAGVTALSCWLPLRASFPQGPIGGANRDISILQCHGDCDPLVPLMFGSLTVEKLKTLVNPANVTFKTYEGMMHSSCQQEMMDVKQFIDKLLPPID
pPAFAH FP inh – inhibitors of human plasma PAF acetylhydrolase (pPAFAH). recombinant pPAFAH, FP-rhodamine probe fluorescence polarization. hit rate 1.5% among 330,000. inhibition, % at 3.39 µM. Q13093;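 active = inhibition above the mean inhibition across the screen plus 3 SD, cut at about 25% in these data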;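 also: inhibitors block binding of the rhodamine activity-based probe so polarization drops; 0% = enzyme with DMSO and 100% = wells lacking pPAFAH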
PAFAH2 inh – PAFAH2 (human) inhibition; Q99487; recombinant PAFAH2, FP-rhodamine activity probe, fluorescence polarization; inhibition, % at 3.39 µM; hit rate 0.99% among 340,000; AID 492956;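 active = inhibition above the mean over all tested compounds plus 3 SD, cut at about 30% in these data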;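 also: inhibitors block probe labeling of enzyme so polarization drops; 0% = enzyme with DMSO and 100% = wells lacking PAFAH2 protein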
Numbers without * were called inactive. The list is partial; the hit share may differ from the screen's.

How did O=c1cnc2ccccc2n1Cc1ccccc1C(F)(F)F do in these assays?
Fam108B counter: 2; GSTO1 inh: 6; PAFAH1B3 FP inh: 4; PME-1 primary: -2; PAD4 FP inh: 2; PAFAH1B2 FP inh: 2; LYPLA1 inh: -3; pPAFAH FP inh: 3; PAFAH2 inh: -7

Results for Cc1ccc(NC(=O)c2ccc(OCc3c(C)noc3C)cc2)nc1 ?
PAFAH1B3 FP inh: 11; PME-1 primary: 0; PAD4 FP inh: -4; PAFAH1B2 FP inh: 1; LYPLA1 inh: -2; pPAFAH FP inh: -2; PAFAH2 inh: 3

Results for O=C(NCc1cccc(C(F)(F)F)c1)c1cccc(Cl)c1Cl ?
Fam108B counter: 5; GSTO1 inh: -2; PAFAH1B3 FP inh: 0; PME-1 primary: -3; PAD4 FP inh: 4; PAFAH1B2 FP inh: -1; LYPLA1 inh: 4; pPAFAH FP inh: -1; PAFAH2 inh: 0

How did CCN1CCN(C(=O)/C=C/c2ccc(OC)cc2)CC1 do in these assays?
Fam108B counter: -3; GSTO1 inh: 6; PAFAH1B3 FP inh: 3; PME-1 primary: 2; PAD4 FP inh: 2; PAFAH1B2 FP inh: -2; LYPLA1 inh: 1; pPAFAH FP inh: 7; PAFAH2 inh: -2

Results for COc1ccccc1CNS(=O)(=O)c1cccc(S(=O)(=O)N2CCOCC2)c1 ?
Fam108B counter: -1; GSTO1 inh: 2; PAFAH1B3 FP inh: 5; PME-1 primary: 5; PAD4 FP inh: -5; PAFAH1B2 FP inh: 3; LYPLA1 inh: 1; pPAFAH FP inh: 2; PAFAH2 inh: -7

Results for CCN(CC(=O)Nc1ccccc1C(F)(F)F)C(=O)CCc1nc2sc3c(c2c(=O)[nH]1)CCCC3 ?
Fam108B counter: 0; GSTO1 inh: -9; PAFAH1B3 FP inh: 7; PME-1 primary: -1; PAD4 FP inh: -2; PAFAH1B2 FP inh: 6; LYPLA1 inh: -4; pPAFAH FP inh: 2; PAFAH2 inh: 10

Results for CC(NC(=O)NNC(=O)c1ccncc1)(C(F)(F)F)C(F)(F)F ?
Fam108B counter: 7; GSTO1 inh: 1; PAFAH1B3 FP inh: -5; PME-1 primary: 1; PAD4 FP inh: -2; PAFAH1B2 FP inh: 2; LYPLA1 inh: -2; pPAFAH FP inh: 4; PAFAH2 inh: -7

Results for O=C1N=C(N2CCOCC2)S/C1=C/c1ccc(-c2ccc(F)cc2)o1 ?
Fam108B counter: 2; GSTO1 inh: -11; PAFAH1B3 FP inh: -1; PME-1 primary: 0; PAD4 FP inh: -6; PAFAH1B2 FP inh: 4; LYPLA1 inh: -1; pPAFAH FP inh: 9; PAFAH2 inh: 4

Results for COc1cc(-c2nnc(COC(=O)CSCC(=O)Nc3cc(C)on3)o2)cc(OC)c1OC ?
Fam108B counter: 1; GSTO1 inh: -12; PAFAH1B3 FP inh: 2; PME-1 primary: 5; PAD4 FP inh: -6; PAFAH1B2 FP inh: -3; LYPLA1 inh: -1; pPAFAH FP inh: 11; PAFAH2 inh: -4

How did c1ccc(-c2noc(C3CCC3)n2)nc1 do in these assays?
Fam108B counter: 2; GSTO1 inh: 3; PME-1 primary: 4; PAD4 FP inh: -3; LYPLA1 inh: 2; pPAFAH FP inh: 0

How did CCCCc1cc(=O)oc2cc(C)cc(OCC(=O)NCc3ccccn3)c12 do in these assays?
Fam108B counter: 3; GSTO1 inh: 0; PAFAH1B3 FP inh: 8; PME-1 primary: 6; PAD4 FP inh: 0; PAFAH1B2 FP inh: 5; LYPLA1 inh: -1; pPAFAH FP inh: 9; PAFAH2 inh: 4

What do the screens show for `CCOc1ccc2nc(SCC(=O)Nc3ccc(S(=O)(=O)N4CCCC4)cc3)c(C)cc2c1`?
Fam108B counter: -13; GSTO1 inh: -6; PAFAH1B3 FP inh: 0; PME-1 primary: -14; PAD4 FP inh: 3; PAFAH1B2 FP inh: 3; LYPLA1 inh: -5; pPAFAH FP inh: 8; PAFAH2 inh: -8

Results for CCOc1ccccc1C(=O)Nc1ccc(S(=O)(=O)Nc2nccc(C)n2)cc1 ?
Fam108B counter: 1; GSTO1 inh: -5; PAFAH1B3 FP inh: 5; PME-1 primary: -7; PAD4 FP inh: 0; PAFAH1B2 FP inh: 1; LYPLA1 inh: 0; pPAFAH FP inh: 4; PAFAH2 inh: 0

How did Cc1cc(C(=O)OCC(=O)NC2CC2)ccc1[N+](=O)[O-] do in these assays?
PAFAH1B3 FP inh: 7; PME-1 primary: 1; PAD4 FP inh: -1; PAFAH1B2 FP inh: 9; LYPLA1 inh: 0; pPAFAH FP inh: 14; PAFAH2 inh: 23

What do the screens show for `O=C(NCCc1ccccc1)C1CCC(Cn2c(=O)c3ccccc3n(Cc3cccnc3)c2=O)CC1` (centres undefined)?
Fam108B counter: -4; GSTO1 inh: 4; PAFAH1B3 FP inh: 6; PME-1 primary: 3; PAD4 FP inh: -4; PAFAH1B2 FP inh: 6; LYPLA1 inh: -4; pPAFAH FP inh: 9; PAFAH2 inh: 0

In the list so far, four have a CF3 group:
How did O=c1cnc2ccccc2n1Cc1ccccc1C(F)(F)F do in these assays?
Fam108B counter: 2; GSTO1 inh: 6; PAFAH1B3 FP inh: 4; PME-1 primary: -2; PAD4 FP inh: 2; PAFAH1B2 FP inh: 2; LYPLA1 inh: -3; pPAFAH FP inh: 3; PAFAH2 inh: -7

Results for O=C(NCc1cccc(C(F)(F)F)c1)c1cccc(Cl)c1Cl ?
Fam108B counter: 5; GSTO1 inh: -2; PAFAH1B3 FP inh: 0; PME-1 primary: -3; PAD4 FP inh: 4; PAFAH1B2 FP inh: -1; LYPLA1 inh: 4; pPAFAH FP inh: -1; PAFAH2 inh: 0

Results for CCN(CC(=O)Nc1ccccc1C(F)(F)F)C(=O)CCc1nc2sc3c(c2c(=O)[nH]1)CCCC3 ?
Fam108B counter: 0; GSTO1 inh: -9; PAFAH1B3 FP inh: 7; PME-1 primary: -1; PAD4 FP inh: -2; PAFAH1B2 FP inh: 6; LYPLA1 inh: -4; pPAFAH FP inh: 2; PAFAH2 inh: 10

Results for CC(NC(=O)NNC(=O)c1ccncc1)(C(F)(F)F)C(F)(F)F ?
Fam108B counter: 7; GSTO1 inh: 1; PAFAH1B3 FP inh: -5; PME-1 primary: 1; PAD4 FP inh: -2; PAFAH1B2 FP inh: 2; LYPLA1 inh: -2; pPAFAH FP inh: 4; PAFAH2 inh: -7

Next part:
How did CCN(CC)c1ccc(/C=N/NC(=O)Cc2cccs2)cc1 do in these assays?
Fam108B counter: 1; GSTO1 inh: -2; PAFAH1B3 FP inh: 3; PME-1 primary: 9; PAD4 FP inh: -4; PAFAH1B2 FP inh: 2; LYPLA1 inh: 0; pPAFAH FP inh: 9; PAFAH2 inh: 0

How did Cc1noc(C)c1NC(=O)N(C)C[C@@H]1Oc2ccc(NS(=O)(=O)c3c(C)noc3C)cc2C(=O)N([C@H](C)CO)C[C@H]1C do in these assays?
PAFAH1B3 FP inh: 7; PAD4 FP inh: -1; PAFAH1B2 FP inh: 8; pPAFAH FP inh: -3; PAFAH2 inh: -2

What do the screens show for `O=C1N[C@@H](Cc2ccccc2)COC(=O)[C@H](Cc2ccc(F)cc2)C/C=C\C[C@H]1CC(=O)N(CCO)Cc1ccccc1`?
PAFAH1B3 FP inh: 0; PAD4 FP inh: -2; PAFAH1B2 FP inh: 18; pPAFAH FP inh: 4; PAFAH2 inh: -2

What do the screens show for `CCCCCCC1(C)NC(=S)N(c2ccccc2)N1` (centres undefined)?
Fam108B counter: -1; GSTO1 inh: 14; PAFAH1B3 FP inh: -2; PME-1 primary: -1; PAD4 FP inh: 1; PAFAH1B2 FP inh: 7; LYPLA1 inh: 0; pPAFAH FP inh: 0; PAFAH2 inh: 8

Results for CC1CCC(NC(=O)c2ccc(-n3cncn3)c([N+](=O)[O-])c2)CC1 (centres undefined) ?
Fam108B counter: 3; GSTO1 inh: 0; PAFAH1B3 FP inh: 7; PME-1 primary: 2; PAD4 FP inh: 0; PAFAH1B2 FP inh: 3; LYPLA1 inh: 1; pPAFAH FP inh: 3; PAFAH2 inh: -5

How did CC1=CN2C(=N)/C(=C/c3ccc(C)o3)C(=O)N=C2S1 do in these assays?
Fam108B counter: -1; GSTO1 inh: 2; PAFAH1B3 FP inh: 7; PME-1 primary: -6; PAD4 FP inh: -5; PAFAH1B2 FP inh: 1; LYPLA1 inh: 0; pPAFAH FP inh: -4; PAFAH2 inh: -4

How did O=C(CCC1CCCCC1)NCCN1C2=NC[C@H](Cc3ccc(O)cc3)N2C[C@H]1Cc1ccc(O)cc1 do in these assays?
Fam108B counter: 0; GSTO1 inh: 0; PAFAH1B3 FP inh: 11; PME-1 primary: -3; PAD4 FP inh: 3; PAFAH1B2 FP inh: 3; LYPLA1 inh: 0; pPAFAH FP inh: 5; PAFAH2 inh: -10

What do the screens show for `CN(C)c1ccc2c(c1)OC(N)=C(C#N)C2c1cccc(F)c1` (centres undefined)?
Fam108B counter: -3; GSTO1 inh: 10; PAFAH1B3 FP inh: -3; PME-1 primary: -8; PAD4 FP inh: -3; PAFAH1B2 FP inh: -6; LYPLA1 inh: -8; pPAFAH FP inh: 7; PAFAH2 inh: 2

How did c1ccc(-c2cn(C[C@H]3CC[C@@H]([C@@H]4CC[C@H](Cn5cc(-c6ccccn6)nn5)O4)O3)nn2)nc1 do in these assays?
Fam108B counter: 1; GSTO1 inh: 0; PAFAH1B3 FP inh: 20; PME-1 primary: -2; PAD4 FP inh: 3; PAFAH1B2 FP inh: 6; LYPLA1 inh: 3; pPAFAH FP inh: -2; PAFAH2 inh: -3

Results for Cc1cc(S(=O)(=O)Nc2cccc([N+](=O)[O-])c2)c(C)s1 ?
Fam108B counter: 5; GSTO1 inh: 3; PAFAH1B3 FP inh: 1; PME-1 primary: 9; PAD4 FP inh: 3; PAFAH1B2 FP inh: 6; LYPLA1 inh: 1; pPAFAH FP inh: 5; PAFAH2 inh: 1

What do the screens show for `COCCNC(=O)c1cc2cc(Cl)cc(Cl)c2oc1=O`?
Fam108B counter: 4; GSTO1 inh: 4; PAFAH1B3 FP inh: 0; PME-1 primary: -3; PAD4 FP inh: 1; PAFAH1B2 FP inh: -1; LYPLA1 inh: -1; pPAFAH FP inh: 6; PAFAH2 inh: 5

Results for O=C(Nc1ccccc1)N1CCC(O)(c2cccc(C(F)(F)F)c2)CC1 ?
Fam108B counter: -3; GSTO1 inh: -1; PAFAH1B3 FP inh: 5; PME-1 primary: -1; PAD4 FP inh: 1; PAFAH1B2 FP inh: 5; LYPLA1 inh: -1; pPAFAH FP inh: 4; PAFAH2 inh: -3

What do the screens show for `Cc1ccc(-c2ccc(C(=O)O)[nH]2)cc1`?
Fam108B counter: 0; GSTO1 inh: 6; PAFAH1B3 FP inh: 9; PME-1 primary: 1; PAD4 FP inh: 1; PAFAH1B2 FP inh: 0; LYPLA1 inh: 1; pPAFAH FP inh: 5; PAFAH2 inh: 1

How did O=C(Cc1ccc(Cl)cc1)N1CCN(c2ccccc2)CC1 do in these assays?
Fam108B counter: 0; GSTO1 inh: -7; PAFAH1B3 FP inh: 4; PME-1 primary: -1; PAD4 FP inh: -3; PAFAH1B2 FP inh: 3; LYPLA1 inh: -2; pPAFAH FP inh: 4; PAFAH2 inh: 0

Compound activity (PubChem)
